All columns: NCI-60 one-dose screen, growth in % after 48 h at 10 µM unless noted; 100 = growth as untreated, 0 = no growth, -100 = all killed.
IGROV1 = IGROV1 ovarian cancer. 4.7% of 79,000 active
ACHN = ACHN renal cancer. 4.9% of 81,000 active. AID 1794771
786-0 = 786-0 renal cancer cells; 5.1% of 81,000 active; AID 1794775
TK-10 = TK-10 renal cancer cells; 3.9% of 81,000 active
SK-OV-3 = SK-OV-3 ovarian cancer cells | 3.2% of 80,000 active | AID 1794785
RXF 393 = RXF 393 renal cancer cells; AID 1794773; 6.9% of 77,000 active
UO-31 = UO-31 renal cancer; 5.2% of 81,000 active; AID 1794768
SN12C = SN12C renal cancer cells; 3.8% of 81,000 active
Starred values were filed as active, the others as inactive; & = joins results of further samples; ! = repeats disagree. How the source made its calls: active means growth percent below 10; inactive means the rest. Not all compounds are listed. The share of hits here may be higher or lower than overall.

SMILES	IGROV1	ACHN	786-0	TK-10	SK-OV-3	RXF 393	UO-31	SN12C
CCCCCCCCCCCCCCCC[N+](C)(C)Cc1ccccc1	-87*	23&55	-94*!	-73*	-7.7*!	0.1*	51&54	-77*
CC(=O)Nc1ccc(C(=O)O)cc1 (tested in a mixture with another compound)	101&98	96&106	103&106	94&91	97&96	112&112	83&84	100&99
CC1(C)C2CCC1(CS(=O)(=O)O)C(=O)C2 (stereo not drawn)	115&87	105&96	99&101	87&96	115&98	123&137	110&86	111&87

Complete entries from above. Order of values: IGROV1	ACHN	786-0	TK-10	SK-OV-3	RXF 393	UO-31	SN12C
Listed for CC1(C)C2CCC1(CS(=O)(=O)O)C(=O)C2 (stereo not drawn) = 115&87	105&96	99&101	87&96	115&98	123&137	110&86	111&87
Listed for CCCCCCCCCCCCCCCC[N+](C)(C)Cc1ccccc1 = -87*	23&55	-94*!	-73*	-7.7*!	0.1*	51&54	-77*
